# High-throughput results from PubChem.
# Akt phos inh = blocks phosphorylation of Akt; 360,000 tested, 0.32% active; Neuro2A IGF-stimulated pAkt S473 HTRF, 20 min; active compounds read low; activity change, % for hits at 50 µM; AID 651550; in the data active means activity change below about -80%; inconclusive means mostly about -51% to -80%; further: on the % scale 0 is the no-effect control and ±100 the full control effect
#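 Single-point screen (50 µM final compound) in Neuro2A cells stimulated 20 min with 6 nM IGF at 37 deg C. After lysis, Ser473-phosphorylated Akt read by HTRF (ex 330 nm, em 615/665 nm) as the 665/615 ratio.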
# CCT chaperon mod = changes cytosolic chaperonin activity | purified chaperonin ATPase assay, HTRF ADP detection, 30 min | activity change, % (test concentration not listed), hits read low | 360,000 tested, 0.3% active; in the data active means activity change below about -30%; further: on the % scale 0 is the no-effect control and ±100 the full control effect
#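 TRiC (40 or 20 nM final, by batch activity) in 30 mM Tris pH 7.4, 100 mM KCl, 5 mM MgCl2, 1 mM DTT was treated with compound at 76 uM single dose, then 10 uM ATP, 30 min at 37 °C. ADP was read by HTRF Transcreener.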
# Mm-Cpn inhibitor = blocks the Methanococcus maripaludis chaperonin Mm-Cpn | 330,000 tested, 0.031% active | AID 504842 | purified Mm-Cpn ATPase, ADP Transcreener TR-FRET | Potency, µM (titrated, usually from 76.9 µM), without a hit: at the highest dose activity, negative = inhibition, actives largely listed as inhibitors; further: potency means the concentration at half of the fitted maximal effect; on the % scale 0 is the no-effect control and ±100 the full control effect; nearly all actives have a fitted effect of over 80% in size
#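 ATP (10 uM final) was added to archaeal chaperonin (25 nM final) after 10 min exposure to test compound at 37°C; after 30 min further incubation, ADP was detected by competitive TR-FRET.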
# EPAC2 antag = blocks human EPAC2 exchange factor; AID 720708; 360,000 tested, 0.18% active; EPAC2 GEF exchange of Rap1B-BODIPY-GDP, fluorescence; Potency, µM (highest dose often 114 µM), for inactives: at the highest dose activity, negative = inhibition, most hits filed as inhibitors; Q8WZA2; further: potency means the concentration at half of the fitted maximal effect; on the % scale 0 is the no-effect control and ±100 the full control effect; nearly all actives have a fitted effect of over 45% in size; many of its hits are not listed in these tables
# Target sequence (Q8WZA2 whole entry, looked up): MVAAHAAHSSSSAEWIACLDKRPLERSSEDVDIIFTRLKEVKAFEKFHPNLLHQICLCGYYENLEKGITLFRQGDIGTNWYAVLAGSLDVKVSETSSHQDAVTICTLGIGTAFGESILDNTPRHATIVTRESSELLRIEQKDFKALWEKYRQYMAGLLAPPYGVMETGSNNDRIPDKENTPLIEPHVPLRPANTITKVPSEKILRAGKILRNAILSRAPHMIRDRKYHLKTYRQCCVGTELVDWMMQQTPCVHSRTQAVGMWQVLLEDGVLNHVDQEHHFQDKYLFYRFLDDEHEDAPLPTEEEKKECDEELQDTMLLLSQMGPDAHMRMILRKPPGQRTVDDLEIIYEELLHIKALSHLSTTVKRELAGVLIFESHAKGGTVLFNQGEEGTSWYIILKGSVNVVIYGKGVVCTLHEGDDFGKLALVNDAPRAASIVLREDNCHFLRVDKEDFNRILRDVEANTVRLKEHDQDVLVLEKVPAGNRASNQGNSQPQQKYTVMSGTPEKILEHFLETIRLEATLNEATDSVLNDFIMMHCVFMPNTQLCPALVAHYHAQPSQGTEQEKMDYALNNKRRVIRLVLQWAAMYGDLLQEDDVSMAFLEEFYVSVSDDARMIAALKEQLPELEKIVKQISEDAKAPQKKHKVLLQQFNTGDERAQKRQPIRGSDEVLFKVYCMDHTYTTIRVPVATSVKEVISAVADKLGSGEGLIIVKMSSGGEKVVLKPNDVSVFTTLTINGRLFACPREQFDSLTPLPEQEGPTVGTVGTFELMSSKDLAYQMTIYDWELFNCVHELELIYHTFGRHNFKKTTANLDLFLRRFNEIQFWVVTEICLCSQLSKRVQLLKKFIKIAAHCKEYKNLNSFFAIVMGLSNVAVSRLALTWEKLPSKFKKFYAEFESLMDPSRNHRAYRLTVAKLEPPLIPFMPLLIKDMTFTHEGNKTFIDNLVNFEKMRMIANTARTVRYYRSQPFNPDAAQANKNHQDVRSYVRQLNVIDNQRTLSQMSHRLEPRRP
# EPAC2 agonist = EPAC2 (human) agonism; Potency, µM (highest dose often 154 µM), for inactives: at the highest dose activation, actives largely listed as activators; AID 720711; 360,000 tested, 0.079% active; EPAC2 activation, biochemical qHTS; response scale: 100% = 6.5 mM cAMP response; further: potency means the concentration at half of the fitted maximal effect; nearly all actives have a fitted effect of over 50% in size
#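 EPAC2 (100 nM) mixed with Rap1B loaded with BODIPY-GDP (250 nM) plus 50 uM unlabeled GDP; compounds pinned in, 5 min RT, then read every 5 min for 30 min (ex 480, em 540 nm). Normalized to cAMP control.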
# A549 tox = kills or reduces viability of A549 cells in Nrf2 counter-screen; A549 ARE-Fluc cells, CellTiter-Fluor viability, 18-24 h; 390,000 tested, 0.16% active; Potency, µM (titrated, usually from 46 µM), inactives show top-dose activity change, negative = cytotoxicity, usual class: inhibitors; further: potency means the concentration at half of the fitted maximal effect; on the % scale 0 is the no-effect control and ±100 the full control effect
#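 A549 ARE_Fluc cells in 5% FBS OPTI-MEM were exposed to compounds in concentration-response for 18-24 h at 37 deg C. Viability was read by CellTiter-Fluor fluorescence (Ex 405/Em 525) after 30 min, before the luciferase read.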
# Nrf2 inh = blocks Nrf2 signaling; A549 ARE-Fluc reporter, luciferase luminescence, 18-24 h; Potency, µM (doses to about 46 µM), for the others: at the top dose activity change, negative = inhibition, hits mostly inhibitors; 360,000 tested, 2.1% active; further: potency means the concentration at half of the fitted maximal effect; on the % scale 0 is the no-effect control and ±100 the full control effect; nearly all actives have a fitted effect of over 60% in size
#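 In this cell-based qHTS, ARE-driven firefly luciferase in A549 cells reports Nrf2 activity; the luminescent signal after BugLite lysis is the measured value, with a prior CellTiter-Fluor read for cell health.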
# TGFb inhibitor = inhibitors of TGF-b signaling | 410,000 tested, 1.2% active | HepG2 CAGA-GFP TGF-b/SMAD3 reporter, GFP fluorescence, 18 h; TGF-beta stimulated, 500 pg/mL final | Potency, µM (series often up to 46.1 µM), inactives show top-dose activity, negative = inhibition, most hits filed as inhibitors | AID 588855; further: potency means the concentration at half of the fitted maximal effect; on the % scale 0 is the no-effect control and ±100 the full control effect; nearly all actives have a fitted effect of over 65% in size
#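 TGF-beta reporter screen: HEPG2 CAGA-GFP, 1% FBS, 500 pg/mL TGF-beta final, 18 h; per-cell GFP summed per well; curves fitted and categorized by class.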
# Nrf2 activator = activators of Nrf2 (ARE) signaling; AREc32 ARE-luciferase reporter (MCF7-derived line), luminescence, 24 h; AID 624171; Potency, µM (series often up to 46.1 µM), inactives show top-dose activation, actives largely listed as activators; 410,000 tested, 0.31% active; further: potency means the concentration at half of the fitted maximal effect; % of control where 0% means no effect; nearly all actives have a fitted effect of over 65% in size
#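 For detection, Steady-Glo was added and plates sat 30 min at RT; before that, AREc32_Fluc cells grown overnight in OPTI-MEM/5% FBS had been treated with 23 nL compound for 24 hr at 37 deg C.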
# The depositor's hits bear a star; i = inactive; ? = inconclusive; · = not tested or not shown. Unless noted, the call rests on the fitted dose curve; in most records, active means well fitted curve in the direction sought with a large enough effect; inconclusive means small, poorly fitted or top-dose-only effect, or another doubt; inactive means no such curve, though single readings can be large; an effect the other way counts as inactive or inconclusive. This is a subset; the hit share may differ from the screen's.
# Screens by letter – A = Akt phos inh; B = CCT chaperon mod; C = Mm-Cpn inhibitor; D = EPAC2 antag; E = EPAC2 agonist; F = A549 tox; G = Nrf2 inh; H = TGFb inhibitor; I = Nrf2 activator
mol: CCOC(=O)C1=C(COC(=O)CCOc2ccccc2C)NC(=O)NC1C (stereo not drawn)
  A = i; B = -0.8; C = -2%; D = 4%; E = 14%; F = 24%; G = 13%; H = 10%; I = 6.6%

mol: COc1ccc(NC(=O)CSc2c3c(nc4ccc(Cl)cc24)CCCC3)cc1Cl
  A = ·; B = ·; C = ·; D = ·; E = ·; F = -1%; G = 18%; H = 1%; I = 6.4%

mol: CCCCOc1c(Cl)cc(C(=O)N2CCN(CC(=O)N3CCCC3)CC2)cc1OCC
  A = i; B = -0.2; C = 1%; D = -8%; E = -10%; F = -13%; G = ?; H = 2%; I = 3.5%

mol: C#Cc1ccccc1OCCCN1CCC(C(O)(c2ccccc2)c2ccccc2)CC1
  A = i; B = -0.3; C = ·; D = -10%; E = 16%; F = ·; G = ·; H = ·; I = -3.4%

mol: COc1ccccc1CNC(=O)CN1C(=O)NC(Cc2ccccc2)(c2ccccc2)C1=O (stereo not drawn)
  A = i; B = 0.1; C = 0%; D = -8%; E = 9%; F = -14%; G = ?; H = -16%; I = -0.6%

mol: Cc1cc(Cl)c(S(=O)(=O)NC(C(=O)O)c2ccccc2)cc1OCC(N)=O (stereo not drawn)
  A = i; B = -3.8; C = -2%; D = 3%; E = 3%; F = -8%; G = 1%; H = 17%; I = -0.9%

mol: COc1ccc(/C(=C/c2ccc(OC(F)F)c(OC)c2)C(=O)O)cc1OC
  A = i; B = -1.1; C = 2%; D = 7%; E = 5%; F = -4%; G = 4%; H = 14%; I = 1.5%

mol: Nc1nc(-c2cccs2)cs1
  A = i; B = 0.9; C = 1%; D = 4%; E = 9%; F = -3%; G = ?; H = -13%; I = 4.3%

mol: CC(=O)c1ccccc1C(=O)N1CCC(n2nccc2NC(=O)C2CC2)CC1
  A = i; B = -1.4; C = -1%; D = 10%; E = 0%; F = 0%; G = 16%; H = 21%; I = -0.4%

mol: COC(=O)[C@H](Cc1ccccc1)NC(=O)Cn1cnc2c(OCc3ccccc3)ncnc21
  A = i; B = -2.2; C = 0%; D = 0%; E = 5%; F = 4%; G = -23%; H = -24%; I = -1.2%

mol: O=C(Cc1ccccc1)c1c[nH]c(C(=O)NCCCN2CCOCC2)c1
  A = i; B = -0.6; C = 3%; D = 8%; E = -9%; F = 3%; G = -10%; H = -1%; I = 0.4%

mol: CCSc1nnc(Nc2ccc(C)cc2)s1
  A = i; B = -1.0; C = -1%; D = -3%; E = 8%; F = -6%; G = ?; H = -3%; I = 3.4%

mol: COc1cc2nc(=S)n3[nH]c(CCn4nc(C)cc4C)nc3c2cc1OC
  A = i; B = -2.8; C = -1%; D = -4%; E = 7%; F = 0%; G = -8%; H = -10%; I = 11%

mol: Cc1ccsc1/C=C1/SC(N2CC(C)OC(C)C2)=NC1=O (stereo not drawn)
  A = i; B = -1.9; C = 0%; D = -2%; E = 6%; F = -17%; G = ?; H = 8%; I = 6.0%

mol: CCn1c(N2CCN(CC(=O)c3c[nH]c4ccccc34)CC2)nc2c1c(=O)[nH]c(=O)n2C
  A = i; B = -1.6; C = 2%; D = 4%; E = -6%; F = -2%; G = 9%; H = 13%; I = 2.6%

mol: COc1cccc(C(=O)N2CCN(C(=O)c3cccc(F)c3)CC2)c1
  A = i; B = -7.9; C = 1%; D = 1%; E = -8%; F = -1%; G = 6%; H = -2%; I = -1.4%

mol: CN(CC(=O)Nc1c(Cl)cccc1Cl)C(=O)c1ccccc1Cc1ccccc1
  A = i; B = -2.0; C = 0%; D = -11%; E = 9%; F = -6%; G = -5%; H = -4%; I = -0.5%

mol: COc1cc(Nc2nc(-c3ccccc3)c3cc(C)ccc3n2)cc(OC)c1OC
  A = i; B = 0.1; C = 1%; D = -2%; E = 3%; F = -11%; G = ?; H = 11µM*; I = 4.5%

mol: C[C@@H]1CN([C@@H](C)CO)C(=O)CCCn2nncc2CO[C@@H]1CN(C)C(=O)Nc1cccc(Oc2ccccn2)c1
  A = i; B = 0.7; C = ·; D = -8%; E = -1%; F = ·; G = ·; H = 11%; I = 0.1%

mol: O=C1CC2(CCN(C(=O)C3CC(=O)N(c4ccc(F)cc4)C3)CC2)Oc2ccccc21 (stereo not drawn)
  A = i; B = -1.9; C = -1%; D = 4%; E = 5%; F = -1%; G = -10%; H = -26%; I = -0.3%

mol: CCNC(=O)C(CC(C)C)NC(=O)C(CO)NC(=O)C1CCC(=O)N1 (stereo not drawn)
  A = i; B = 1.8; C = 0%; D = -7%; E = 4%; F = 1%; G = -2%; H = 9%; I = -0.6%

mol: CCc1noc(C)c1C(=O)N1CCN(S(=O)(=O)c2ccc(Br)cc2Cl)CC1
  A = i; B = -2.2; C = 2%; D = -16%; E = 15%; F = 4%; G = -7%; H = -9%; I = 0.6%

mol: Cc1cc(NC(=O)CCN2C(=O)C3C4CCC(C4)C3C2=O)c(C)cc1Br (stereo not drawn)
  A = i; B = -1.9; C = -2%; D = -7%; E = 0%; F = 0%; G = 20%; H = 27%; I = -0.1%

mol: CCOC(=O)C1CCCN(C(=O)c2ccc3oc(CCc4ccccc4)nc3c2)C1 (stereo not drawn)
  A = i; B = 0.8; C = 1%; D = 1%; E = 10%; F = -1%; G = -3%; H = -1%; I = 3.9%

mol: Cc1ccc(CN2CCN(c3ncccn3)CC2)c(C)c1
  A = i; B = -0.3; C = -4%; D = -2%; E = 4%; F = 1%; G = ?; H = -12%; I = 0.1%

# Complete entries, looked up by structure:
# CCOC(=O)C1=C(COC(=O)CCOc2ccccc2C)NC(=O)NC1C (stereo not drawn) as listed: Akt phos inh = i; CCT chaperon mod = -0.8; Mm-Cpn inhibitor = -2%; EPAC2 antag = 4%; EPAC2 agonist = 14%; A549 tox = 24%; Nrf2 inh = 13%; TGFb inhibitor = 10%; Nrf2 activator = 6.6%
# COC(=O)[C@H](Cc1ccccc1)NC(=O)Cn1cnc2c(OCc3ccccc3)ncnc21 as listed: Akt phos inh = i; CCT chaperon mod = -2.2; Mm-Cpn inhibitor = 0%; EPAC2 antag = 0%; EPAC2 agonist = 5%; A549 tox = 4%; Nrf2 inh = -23%; TGFb inhibitor = -24%; Nrf2 activator = -1.2%

# More records.
# Screens by letter – A = Akt phos inh; B = CCT chaperon mod; C = Mm-Cpn inhibitor; D = EPAC2 antag; E = EPAC2 agonist; F = A549 tox; G = Nrf2 inh; H = TGFb inhibitor; I = Nrf2 activator
mol: Cc1nc(N)nc(Nc2ccc(C#N)cc2)c1Br
  A = i; B = 0.9; C = 6%; D = 2%; E = 11%; F = 4%; G = 1%; H = -3%; I = 1.9%

mol: Cn1cnc2c(ncn2C2OC(CO)C(O)C2O)c1=S (stereo not drawn)
  A = i; B = -2.9; C = ·; D = -6%; E = 10%; F = 3%; G = 1%; H = 8%; I = -1.2%

mol: COc1cccc(N2CC(=O)Nc3c(oc4nc(-c5ccccc5)cc(C)c34)C2=O)c1
  A = i; B = -2.8; C = -1%; D = 1%; E = 8%; F = 0%; G = -7%; H = -6%; I = 0.4%

mol: Cc1cccc(C(=O)OCC(=O)Nc2c(C)n(C)n(-c3ccccc3)c2=O)c1
  A = i; B = -0.5; C = 0%; D = 1%; E = 7%; F = 4%; G = 11%; H = 4%; I = -0.6%

mol: C[C@@H]1CN([C@H](C)CO)C(=O)CCCn2nncc2CO[C@H]1CN(C)S(=O)(=O)c1cn(C)cn1
  A = i; B = -2.5; C = ·; D = 3%; E = 1%; F = ·; G = ·; H = 10%; I = -0.5%

mol: O=C(O)CC(NC(=O)OCc1ccccc1)c1ccc(Br)cc1 (stereo not drawn)
  A = i; B = -2.6; C = 2%; D = 8%; E = 2%; F = -11%; G = -14%; H = 0%; I = -0.3%

mol: O=C(C[C@H]1C(=O)N(Cc2ccccc2)C[C@@H]1Cc1ccccc1)Nc1ccccc1
  A = i; B = -2.7; C = -2%; D = -1%; E = -11%; F = -6%; G = -7%; H = ?; I = 0.4%

mol: COc1ccc(-c2ccc(C(C)=O)cc2)cc1[C@H]1[C@@H]2C=CCC[C@@]2(C)C(=O)N1Cc1ccccc1
  A = i; B = -2.2; C = 0%; D = ?; E = 5%; F = -14%; G = 21µM*; H = 1%; I = 3.4%

mol: NC12CC3CC(CC(C3)C1)C2
  A = i; B = 0.6; C = 1%; D = 3%; E = 2%; F = 6%; G = 20%; H = 4%; I = 1.4%

mol: O=C(NCc1ccccn1)c1ccc(CNS(=O)(=O)c2ccc(F)cc2)cc1
  A = i; B = -1.6; C = -1%; D = 4%; E = 16%; F = -1%; G = -5%; H = 10%; I = -0.7%

mol: CC(=O)c1ccc(NC(=O)CSCC(=O)Nc2ccc3ccccc3c2)cc1
  A = i; B = -0.7; C = 2%; D = 0%; E = -21%; F = -6%; G = ·; H = -41%; I = 2.9%

mol: COC(=O)c1cccnc1-n1c(=O)c2cccnc2n(Cc2cccc(OC)c2)c1=O
  A = i; B = -0.2; C = -2%; D = -5%; E = 12%; F = 3%; G = -18%; H = -2%; I = 3.4%

mol: COc1ccc(C(=O)Cn2nnc(-c3cccs3)n2)cc1
  A = i; B = -0.6; C = -3%; D = 0%; E = 11%; F = -1%; G = 2%; H = -4%; I = 0.8%

mol: CC1NC(C)c2c(ccc3ccccc23)O1 (stereo not drawn)
  A = i; B = -2.1; C = ·; D = 7%; E = 6%; F = 2%; G = 3%; H = -11%; I = 21%

mol: COCCCNC(=O)CCC(=O)Nc1ccc2nc(N3CCOCC3)cc(C)c2c1
  A = i; B = -3.3; C = 0%; D = 6%; E = 1%; F = ·; G = ?; H = 0%; I = 0.4%

mol: O=C(c1ccc(S(=O)(=O)N2CCC(c3nc4ccccc4s3)CC2)cc1)N1CCOCC1
  A = i; B = 0.2; C = 0%; D = -11%; E = -4%; F = 8%; G = ·; H = 1%; I = -1.2%
